eLon inh: inhibitors of E. coli Lon protease, primary screen, biochemical, fluorescence polarization; inhibition, % at 7.94 µM; purified E. coli Lon protease; AID 602123, 2011; 360,000 compounds, 0.42% hits; in the data active means inhibition above about 13%, passing the limit was not always enough;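 further: 0% = enzyme with probe and DMSO and 100% = no enzyme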
Target sequence (P0A9M0 whole entry, looked up): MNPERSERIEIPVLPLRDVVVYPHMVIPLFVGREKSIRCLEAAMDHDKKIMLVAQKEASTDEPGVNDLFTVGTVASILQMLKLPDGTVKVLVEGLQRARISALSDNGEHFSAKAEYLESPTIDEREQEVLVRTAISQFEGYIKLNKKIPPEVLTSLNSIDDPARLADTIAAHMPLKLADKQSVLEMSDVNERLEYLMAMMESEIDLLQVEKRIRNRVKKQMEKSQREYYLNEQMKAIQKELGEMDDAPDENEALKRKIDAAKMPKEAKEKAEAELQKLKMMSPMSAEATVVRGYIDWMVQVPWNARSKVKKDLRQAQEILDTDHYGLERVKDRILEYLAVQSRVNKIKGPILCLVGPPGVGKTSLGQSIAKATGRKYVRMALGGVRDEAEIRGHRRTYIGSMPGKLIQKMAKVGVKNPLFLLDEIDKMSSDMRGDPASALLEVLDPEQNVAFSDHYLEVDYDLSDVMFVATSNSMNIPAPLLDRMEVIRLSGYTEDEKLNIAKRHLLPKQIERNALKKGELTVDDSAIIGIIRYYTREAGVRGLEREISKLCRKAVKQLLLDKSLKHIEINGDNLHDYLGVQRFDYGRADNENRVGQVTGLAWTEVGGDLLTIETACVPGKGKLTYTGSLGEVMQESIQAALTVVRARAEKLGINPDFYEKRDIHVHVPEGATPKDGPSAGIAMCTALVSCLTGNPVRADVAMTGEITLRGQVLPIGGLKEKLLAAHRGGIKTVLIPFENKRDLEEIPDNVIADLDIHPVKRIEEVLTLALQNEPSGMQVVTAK
Rpn11 block: Rpn11 (PSMD14) deubiquitinase inhibitors, primary screen, biochemical, fluorescence polarization, uHTS. calls only at 20 µM. 26S proteasome non-ATPase regulatory subunit 14 (Homo sapiens), O00487. human 26S proteasome, Ub4-pepOG fluorescence polarization; 20S core pre-blocked with epoxomicin. 360,000 compounds, 0.59% hits;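 active means inhibition at 20 µM, scaled to each plate's controls, above about 33%, limit read from the data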
Target sequence (O00487 whole entry, looked up): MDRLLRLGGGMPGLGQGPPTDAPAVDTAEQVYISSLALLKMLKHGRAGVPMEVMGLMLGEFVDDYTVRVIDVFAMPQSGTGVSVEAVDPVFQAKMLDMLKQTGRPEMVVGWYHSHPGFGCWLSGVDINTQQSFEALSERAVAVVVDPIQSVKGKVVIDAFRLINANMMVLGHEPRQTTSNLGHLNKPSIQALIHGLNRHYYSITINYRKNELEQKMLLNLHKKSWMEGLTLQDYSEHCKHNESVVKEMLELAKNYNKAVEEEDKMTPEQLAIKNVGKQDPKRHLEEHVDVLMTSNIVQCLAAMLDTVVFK
bovine MsrA act: bovine MsrA enzyme activators, primary screen, biochemical, absorbance, HTS. Methionine sulfoxide reductase A (Bos taurus). purified bovine MsrA, absorbance read-out. activation, % at 10.6 µM. 360,000 compounds, 0.3% hits; in the data active means activation above about 7.5%;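 further: 0% = vehicle and 100% = reference activator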
MsrA inh: bovine MsrA enzyme inhibitors, primary screen, biochemical, absorbance, HTS | purified bovine MsrA, absorbance read-out | inhibition, % at 15.5 µM | 360,000 compounds, 0.75% hits | AID 651718, 2012; in the data active means inhibition above about 4.5%;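 further: 0% = vehicle wells with enzyme and 100% = reference inhibitor wells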
FAS TE block: FAS thioesterase domain inhibitors, primary screen, biochemical, fluorescence intensity, uHTS. Fatty acid synthase (Homo sapiens), P49327. recombinant FAS-TE, OMFH fluorogenic substrate, fluorescence endpoint. inhibition, % at 15 µM. 360,000 compounds, 0.67% hits. AID 602261, 2012;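 active means compounds whose normalised, plate-corrected inhibition of enzyme fluorescence in the single-dose primary screen is 50% or more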;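 further: 0% = DMSO with enzyme and 100% = substrate without enzyme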
PABP1 MLLE inh: inhibitors of PABP1 MLLE–PAM2 peptide binding, primary screen, biochemical, fluorescence polarization, FITC-PAM2, GST-MLLE. Polyadenylate-binding protein 1 (Homo sapiens), P11940. inhibition, % at 20 µM. 360,000 compounds, 0.36% hits; in the data active means inhibition above about 35%, passing the limit was not always enough;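 further: plate controls were DMSO wells with GST-MLLE for no effect and wells lacking GST-MLLE protein for full effect; some results filed as inactive read as strong as hits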
CSN inh: inhibitors of CSN-mediated cullin deneddylation, primary screen, biochemical, fluorescence polarization, uHTS | Purified CSN, SCF-Nedd8-OG deneddylation | COP9 signalosome complex subunit 5 (Homo sapiens), Q92905 | inhibition, % at 12.5 µM | 360,000 compounds, 0.38% hits;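 active means pattern-corrected inhibition above about 35%, with an unprinted fluorescence ratio check between 0.5 and 1.5, limit read from the data, passing the limit was not always enough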;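 further: 0% = enzyme with substrate and 100% = substrate without enzyme; some results filed as inactive read as strong as hits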
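Assay system: Purified human Csn5 enzyme expressed in HEK293T cells | Amount: Enzyme 0.24 nM | Measured by: Fluorescence polarization readout | Medium: Tris/NaCl/DTT buffer, pH 7.5 | Compound dosing: One concentration, 12.5 µM, 0.25% DMSO | Times: 90 min incubation of compound, enzyme and substrate at room temperature | Control set: no-enzyme wells high, enzyme-with-substrate wells low | Read-out: % inhibition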
MT1-MMP act inh: blockers of MT1-MMP proenzyme processing, primary screen, HT1080 RFP-PRO-GFP cells, GFP/RFP fluorescence; Matrix metalloproteinase-14 (Homo sapiens), P50281; GFP/RFP ratio fluorescence, overnight; percent of plate control window, DMSO zero; GFP/RFP ratio change, % at 20 µM; 360,000 compounds, 0.061% hits; AID 651647, 2012;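 active means GFP/RFP ratio change of at least 30% with cell ATP level not reduced by more than half and red fluorescence within 50% of control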; further: strong numbers were not always called active
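Material – HT1080 RFP-PRO-GFP cells · Control set – DMSO wells and RFP-L50D-GFP cells · Incubation – overnight cell settling, then overnight compound exposure, 37 °C, 5% CO2 · Compound dosing – single-point 20 µM compound, 1% DMSO · Read-out – GFP/RFP fluorescence ratio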
Rin1-Abl PPI inh: inhibitors of Rin1-Abl protein binding, primary screen, biochemical, TR-FRET. 360,000 compounds, 0.4% hits. AID 588664, 2011. inhibition, % at 7.35 µM. Tyrosine-protein kinase ABL1 (Homo sapiens) + Ras and Rab interactor 1 (Homo sapiens), …; in the data active means inhibition above about 5%, passing the limit was not always enough
An asterisk follows results filed as active; i = inactive; . = not tested or not shown.

Results follow in this order: eLon inh | bovine MsrA act | MT1-MMP act inh | Rin1-Abl PPI inh | Rpn11 block | PABP1 MLLE inh | MsrA inh | FAS TE block | CSN inh
> COCCCN1C(=O)N(c2ccc(F)cc2)C(=O)C1CC(=O)Nc1ccccc1 (stereo not given)
  -2 | 0 | -1 | 0 | i | 3 | -0.2 | -5 | -1
> CCCCn1nnnc1C(c1ccccc1)N1CCN(c2ccc(F)cc2)CC1 (stereo not given)
  2 | -2 | 2 | . | . | . | -0.3 | 20 | -3
> O=C(NC1CC2CCCC(C1)N2Cc1ccco1)NC12CC3CC(CC(C3)C1)C2 (stereo not given)
  -6 | -3 | -4 | -2 | i | -4 | -1.2 | -3 | 6
> Cc1cc2cc(CNC(=S)Nc3ccc(OC(F)F)cc3)ccc2[nH]1
  6 | -2 | 1 | -2 | i | -68 | -0.5 | 9 | -2
> Cn1c(=O)c(/C=C/c2ccc(F)cc2)nc2ccccc21
  5 | 2 | -10 | -4 | i | -16 | 1.6 | 10 | -10
> CCN(CC)CCN(Cc1cc2ccc(C)cc2[nH]c1=O)C(=O)Nc1ccc(Cl)cc1
  -7 | -2 | 0 | 0 | i | -5 | -1.6 | -1 | 4
> COc1ccc(-c2cc(-c3ccccc3)nc(SCC(=O)Nc3nccs3)c2C#N)cc1
  -9 | -7 | -6 | 1 | i | -8 | -0.4 | -3 | 12
> CCn1cc(/C=N/NC(=O)c2ccc3c(c2)OCO3)cn1
  1 | -1 | 1 | 2 | i | -8 | 0.8 | -11 | -5
> Cn1nnnc1SCc1ccc(C(=O)Nc2ccc(Br)cc2)cc1
  -5 | 0 | -6 | 2 | i | -106 | -0.3 | -1 | -3
> CCOc1ccc(-n2c(Cc3cc(=O)[nH]c(=O)[nH]3)nnc2SC(C)C)cc1
  7 | -10 | -2 | 2 | i | 10 | 3.0 | -14 | -1

Individual results from above.
Result for `COc1ccc(-c2cc(-c3ccccc3)nc(SCC(=O)Nc3nccs3)c2C#N)cc1` in bovine MsrA act: -7
Result for `CCCCn1nnnc1C(c1ccccc1)N1CCN(c2ccc(F)cc2)CC1` (stereo not given) in MsrA inh: -0.3

(next part)
Results follow in this order: eLon inh | bovine MsrA act | MT1-MMP act inh | Rin1-Abl PPI inh | Rpn11 block | PABP1 MLLE inh | MsrA inh | FAS TE block | CSN inh
> Cn1c(=O)[nH]c(=O)c2c1nc(Br)n2CC(O)c1ccccc1 (stereo not given)
  -6 | -1 | 1 | 0 | i | 4 | -1.2 | -2 | 6
> CC(C)CC1C(C#N)=C(N)Oc2n[nH]c(-c3cccs3)c21 (stereo not given)
  -10 | 3 | 3 | 0 | i | 2 | -0.6 | 14 | -3
> O=C(O)CCCCCCCCCC[n+]1ccccc1
  -4 | -7 | 1 | 0 | i | 0 | -0.3 | -3 | -1
> CC1(C)OC(=O)N(CCC(=O)Nc2cccc(F)c2)C1(C)O (stereo not given)
  14 | -6 | 0 | 0 | i | 8 | -0.4 | -1 | -8
> N=C1C(c2ccccc2)=C(O)CN1NC(=O)c1ccccc1
  -1 | -3 | 1 | -2 | i | -1 | 0.5 | -3 | 6
> COc1cccc(CN(C)C(=O)CCC(=O)c2cc(Br)ccc2OC)c1
  -7 | 7 | -1 | -1 | i | 4 | -0.7 | 22 | 4
> CN(C)CCC1c2ccc(Cl)cc2CCc2cccnc21 (stereo not given) (tested in a mixture with another compound)
  5 | -1 | -11 | 0 | i | 14 | -0.7 | -3 | -1
> CSCCC(NC(=O)c1ccccc1C)C(=O)O (stereo not given)
  -7 | 1 | 2 | 1 | i | -9 | -0.2 | -7 | 2
> CN(CC(=O)Nc1cccc(F)c1)C(=O)c1cc([N+](=O)[O-])ccc1N1CCCCC1
  -1 | -2 | 2 | -2 | i | -6 | 0.8 | 45 | 0
> CC(C)(C)c1ccc(-c2ccc3c(c2)S(=O)(=O)c2ccccc2C3=O)cc1
  4 | -3 | 2 | 2 | i | -19 | 0.3 | 26 | -4
> CC1(C(=O)O)COC(c2ccc(Cl)cc2)OC1 (stereo not given)
  -11 | -3 | -2 | -3 | i | 5 | 0.0 | -5 | -6
> C=C(C)Cn1c(=O)c2c(nc3n2CCCN3Cc2ccccc2)n(C)c1=O
  1 | -5 | 4 | 3 | i | -7 | 0.9 | -2 | 3
> COCCn1c(SC(C)C(=O)NC2CCCCC2C)nc2ccccc2c1=O (stereo not given)
  -5 | -7 | 2 | 1 | i | -20 | . | -4 | 4
> CCOC(=O)C1CCC(C(=O)OCC)N1c1ccc(C=O)cc1 (stereo not given)
  -10 | -9 | 0 | 2 | i | -32 | 3.2 | -8 | 0
> O=C(COC(=O)/C=C/c1cccs1)Nc1cccc(S(=O)(=O)N2CCOCC2)c1
  -1 | -2 | 1 | -2 | i | -5 | 0.5 | 6 | 2
> C/C(=C\c1ccccc1F)C(=O)c1c(C)cc(C)[nH]c1=O
  -1 | -1 | 2 | -1 | i | 2 | 1.9 | -2 | -5
> c1ccc(Nc2nc(N3CCCCC3)nc(N3CCCCC3)n2)cc1
  -9 | -2 | 7 | 3 | i | 5 | 0.2 | 21 | 2
> O=C(N/N=C/c1cc2c(cc1[N+](=O)[O-])OCO2)c1ccc2c(c1)OCO2
  -4 | 2 | 2 | 6 | i | 7 | 0.9 | -2 | 0
> CC(C)C[C@H]1CNC(=O)C(=O)N1C[C@@H]1CCCN1C[C@H](Cc1ccccc1)N1C[C@H](Cc2ccccc2)N(CCc2ccccc2)C(=O)C1=O
  -3 | 5 | 5 | . | . | . | -0.8 | -2 | -1
> Cc1ccc(N=C2NC(=O)/C(=C/c3cccnc3)S2)c(C)c1
  -10 | -3 | -8 | -1 | i | -16 | 0.7 | -2 | 1
> COc1ccc(/C(O)=C2/C(=O)C(=O)N(CCN(C)C)C2c2ccc(OC)c(OC)c2)c(C)c1 (stereo not given)
  7 | -7 | 4 | 1 | i | 8 | 2.7 | 3 | -2
> CCC[C@@H]1C[C@@H](C(=O)N[C@@H](C2O[C@H](SC)[C@H](O)[C@@H](O)[C@H]2O)[C@H](C)Cl)N(C)C1 (stereo not given in full)
  -8 | 0 | 4 | 3 | i | -7 | . | -6 | 0
> O=C(COC(=O)c1ccccc1NCCO)NCC1CCCCC1
  -7 | -2 | 0 | 2 | i | -19 | 0.6 | 4 | -1
> Oc1ccccc1N1CCN(C(=S)Nc2ccc(SC(F)F)cc2)CC1
  -7 | -6 | 7 | 3 | i | -108 | 1.1 | 1 | 4
> Cc1cc(C)cc(NC(=O)Nc2cc(S(=O)(=O)N(C)C)ccc2C)c1
  3 | -2 | 2 | 0 | i | 3 | 0.0 | 26 | 3
> Cc1cc(C)c2c(c1)-c1c(ssc1=S)C(C)(C)N2C(=O)CN1C(=O)c2ccccc2C1=O
  4 | -14 | 0 | -2 | i | 16 | 1.1 | 63* | 4
> Cc1ccc(-c2nnn(CC(=O)N(c3ccccc3)C(C(=O)NC3CCCC3)c3ccco3)n2)o1 (stereo not given)
  -9 | -3 | 1 | -2 | i | -7 | 0.1 | -8 | 1
> Brc1ccc(-n2cc(-c3ccccc3)c3c(NN4CCOCC4)ncnc32)cc1
  0 | -2 | -7 | 2 | i | 15 | 0.1 | 20 | 5
> Cc1cc(C(=O)NC2CCN(Cc3ccccc3)CC2)n[nH]1
  3 | -3 | 2 | -3 | i | 2 | 0.0 | -5 | 0
> CN(Cc1cccc([N+](=O)[O-])c1)Cc1cccc2ccccc12
  -8 | -7 | -1 | -2 | i | 4 | -0.5 | 30 | 1
> CCOc1ccc(CCNC(=O)Cn2cccc2C(=O)c2ccccc2)cc1OCC
  -6 | -1 | 4 | -2 | i | -7 | 0.4 | -10 | -3
> COc1ccc2oc(C(=O)NCCC(C)C)c(C)c2c1
  -2 | -14 | -4 | -2 | i | 12 | 0.4 | 9 | -7
> CC(C)Nc1nc2c(c(=O)n(C)c(=O)n2C)n1C
  2 | -9 | . | -6 | i | -13 | 0.1 | -6 | -3
> C=CCNCCOCCSc1ccc(Cl)cc1
  -5 | 1 | 10 | 2 | i | -1 | 0.8 | -7 | -2
> Cc1ccccc1NC(=S)N(C)C1(c2ccccc2Cl)CCCCC1=O (stereo not given)
  -4 | 2 | -8 | -3 | i | -11 | -1.5 | 10 | -7
> Cc1n[nH]c(=O)nc1N1CCN(c2ccccc2)CC1
  -10 | -11 | -1 | 3 | i | 3 | 0.6 | -9 | 1
> CCOC(=O)c1ccc(NC(=O)c2ccc(CN3CCOCC3)cc2)cc1
  -9 | -3 | 1 | 1 | i | 6 | 0.4 | -6 | -2
> O=C(CSc1cccc[n+]1[O-])NC(=O)c1ccc(OC(F)F)cc1
  -2 | -4 | 1 | 1 | i | 12 | -0.8 | -5 | 3
> CC(=O)c1cccc(OCC(=O)NC2CCCCCC2)c1
  17 | -4 | -3 | 1 | i | -13 | -0.8 | -8 | -2
> NS(=O)(=O)c1cc(C(=O)OCC(=O)Nc2ccc(N3CCCCC3)cc2)ccc1Cl
  -15 | 0 | 3 | -3 | i | -12 | 0.2 | 1 | 3
> C[C@H]1CN(C2CCCCC2)C(=O)[C@@H]1CC(=O)Nc1ccccc1
  6 | 0 | 0 | 0 | i | 8 | 0.0 | -2 | 5
> Cc1nn(CC(=O)OCC(=O)NC(C)c2ccccc2)c(C)c1[N+](=O)[O-] (stereo not given)
  -1 | -11 | 0 | -2 | i | 9 | -1.3 | 2 | -2
> CN(C(=O)Nc1ccc(S(=O)(=O)N(C)C)cc1)C1CCCCC1
  -3 | 2 | 2 | 3 | i | 10 | -1.1 | -1 | -3
> CCOCCCNCc1ccc(Cl)cc1
  -7 | -9 | 4 | 5 | i | -6 | 0.4 | -10 | -3
> COC(=O)COc1ccc(/C=N/NC(=O)CN(c2ccccc2OC)S(=O)(=O)c2ccccc2)cc1
  13 | -1 | -1 | -2 | i | -1 | 0.7 | 4 | -3
> CCCCc1c(-c2ccc(OC)cc2)ncn1CCc1ccccc1OC
  -3 | -1 | 8 | . | . | . | -0.3 | 24 | 1
> CC(=O)Nc1ccc(S(=O)(=O)NCCC(=O)OCc2ccccc2F)cc1
  2 | -3 | 0 | 1 | i | -37 | -0.6 | -4 | 0
> O=C(Nc1ccccc1C(=O)O)/C(=C/c1ccc([N+](=O)[O-])cc1)NC(=O)c1ccc(Br)o1
  -10 | -4 | 5 | -1 | i | 0 | -0.3 | 27 | 2

Screening results deposited in PubChem by several laboratories.
